TrxR1 inh = blocks rat thioredoxin reductase 1; O89049; recombinant rTrxR1, NADPH fluorescence consumption, selenite substrate; Potency, µM (doses to about 114 µM), for inactives: at the top dose activity change, negative = inhibition, most hits filed as inhibitors; 390,000 tested, 1% active; AID 588453; further: on the % scale 0 is the no-effect control and ±100 the full control effect; nearly all actives have a fitted effect of over 65% in size
Target sequence (O89049 whole entry, looked up): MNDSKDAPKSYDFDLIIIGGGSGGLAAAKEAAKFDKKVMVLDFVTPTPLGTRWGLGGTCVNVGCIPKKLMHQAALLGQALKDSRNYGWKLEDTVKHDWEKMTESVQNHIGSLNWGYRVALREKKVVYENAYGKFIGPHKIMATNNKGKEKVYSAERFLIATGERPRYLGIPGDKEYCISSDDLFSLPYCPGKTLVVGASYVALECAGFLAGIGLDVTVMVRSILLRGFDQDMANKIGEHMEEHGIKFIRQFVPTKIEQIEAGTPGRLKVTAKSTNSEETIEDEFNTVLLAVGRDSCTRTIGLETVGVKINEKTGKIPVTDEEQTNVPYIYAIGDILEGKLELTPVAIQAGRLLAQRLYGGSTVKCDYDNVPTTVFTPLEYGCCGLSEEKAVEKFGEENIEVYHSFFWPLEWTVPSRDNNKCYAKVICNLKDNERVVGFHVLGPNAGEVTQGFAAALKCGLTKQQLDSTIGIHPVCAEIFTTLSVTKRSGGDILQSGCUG
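Rat TrxR1 (90 nM in the dispensed reagent) was pre-reduced with 400 uM NADPH for 5 min at room temperature, then incubated with compound for 15 min. After 400 uM selenite was added, NADPH fluorescence (Ex 340/Em 450 nm) was followed for 8 min.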
Vif-APOBEC3F blk = Vif-A3F binding inhibition. HeLa A3F-eYFP + Vif (tagged APOBEC3F with the HIV-1 protein that degrades it), YFP fluorescence increase. Potency, µM (titrated, usually from 46.1 µM), for inactives: top-dose activity, negative = active. 390,000 tested, 0.2% active. AID 602313; further: % of control where 0% means no effect; nearly all actives have a fitted effect of over 65% in size
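HeLa cells stably expressing Vif plus C-terminally eYFP-tagged A3F were seeded, incubated overnight at 37 deg C, dosed with compound, incubated overnight again at 37 deg C. Yellow fluorescence (Ex 488/Em 500-530) reported blocked Vif-mediated A3F-eYFP degradation.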
USP1 inh = USP1/UAF1 (human) deubiquitinase inhibition; Potency, µM (doses to about 57.1 µM), for the others: top-dose activity change, negative = inhibition, actives largely listed as inhibitors; O94782; 390,000 tested, 0.23% active; recombinant USP1/UAF1, Ub-Rhodamine cleavage fluorescence; AID 743255; further: on the % scale 0 is the no-effect control and ±100 the full control effect; nearly all actives have a fitted effect of over 60% in size; inactives centre near -12
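USP1/UAF1 complex (1 nM) preincubated 15 min at room temperature with compound, then Ub-Rho substrate (150 nM final) added. Kinetic fluorescence at 480/540 nm over 6 reads at 60 s intervals; 50 mM HEPES pH 7.8, 0.5 mM EDTA, 0.1 mg/ml BSA, 1 mM TCEP, 0.01% Tween-20.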
Vif-A3G inh = blocks the Vif interaction with human APOBEC3G; Q9HC16; HeLa A3G-eYFP + Vif (tagged APOBEC3G with the HIV-1 protein that degrades it), YFP fluorescence, overnight; Potency, µM (top dose mostly 46.1 µM), inactives show at the top dose activity, negative = active, most hits filed as inhibitors; 410,000 tested, 0.076% active; AID 602310;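 further: on the % scale 0 is the no-effect control and ±100 the full control effect; nearly all actives have a fitted effect of over 60% in size; hits raise eYFP signal because A3G escapes Vif-driven loss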
Target sequence (Q9HC16 whole entry, looked up): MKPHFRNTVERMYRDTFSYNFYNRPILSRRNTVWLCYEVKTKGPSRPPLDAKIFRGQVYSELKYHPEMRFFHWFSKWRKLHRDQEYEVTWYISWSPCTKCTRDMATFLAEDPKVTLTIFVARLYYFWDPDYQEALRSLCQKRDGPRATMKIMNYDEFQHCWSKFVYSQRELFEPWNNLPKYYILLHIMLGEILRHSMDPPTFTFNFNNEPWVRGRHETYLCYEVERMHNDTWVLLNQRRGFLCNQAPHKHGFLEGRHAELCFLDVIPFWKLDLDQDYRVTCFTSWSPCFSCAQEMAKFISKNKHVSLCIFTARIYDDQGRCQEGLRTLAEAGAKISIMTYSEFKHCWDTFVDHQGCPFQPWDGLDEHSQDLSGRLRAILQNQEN
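Read-out is eYFP fluorescence (Ex 488/Em 500-530) from Vif-expressing HeLa A3G-eYFP cells; more signal means A3G escaped Vif-mediated degradation. Cells plated overnight, compound pinned in, incubated overnight at 37 deg C.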
RXFP1 agonist = RXFP1 (human) receptor agonism; HEK293T-RXFP1 cAMP TR-FRET, 30 min; response scale: percent of porcine relaxin response, buffer zero; Q9HBX9; Potency, µM (series often up to 57.5 µM), for the others: at the highest dose activation, usual class: activators; 370,000 tested, 0.3% active; AID 2676; further: on the % scale 0 is the no-effect control and ±100 the full control effect; nearly all actives have a fitted effect of over 60% in size; many of its hits are not listed in these tables
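HEK293 cells stably expressing RXFP1, treated 30 min at 37C with compounds plus PDE4 inhibitor Ro 20174; cAMP measured by HTRF TR-FRET. Normalized to buffer and 29 nM porcine relaxin; EC50 by Hill fit.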
IDH1 R132H inh = human IDH1 R132H inhibition. IDH1-R132H enzyme, NADPH consumption, diaphorase/resazurin fluorescence. Potency, µM (highest dose often 76.6 µM), inactives show top-dose activity change, negative = inhibition, hits mostly inhibitors. 390,000 tested, 0.093% active. AID 602179. O75874; further: on the % scale 0 is the no-effect control and ±100 the full control effect; nearly all actives have a fitted effect of over 65% in size
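IDH1-R132H (0.5 ug/mL) preincubated 30 min with compound, then NADPH (0.016 mM) and alpha-KG (2 mM) added; 80 min at RT, pH 7.5. Remaining NADPH coupled via diaphorase/resazurin to fluorescence (540/590 nm); concentration-response curves normalized to no-enzyme control.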
ALOX12 inh = ALOX12 (human) lipoxygenase inhibition; P18054; purified 12hLO, xylenol orange hydroperoxide absorbance; Potency, µM (top dose mostly 108 µM), for the others: top-dose activity change, negative = inhibition, usual class: inhibitors; 580,000 tested, 1.1% active; AID 1671190; further: on the % scale 0 is the no-effect control and ±100 the full control effect
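Purified human 12hLO (150 nM final) in 25 mM Hepes, 0.01% Triton X-100, pH 7.0 was preincubated 15 min at room temperature with compound. Then 40 uM arachidonic acid was added, 30 min. Hydroperoxide was read by Fe-XO absorbance ratio 573/405 nm.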
TrxR1 substrate = is turned over as a substrate by rat TrxR1; purified TrxR1 substrate turnover, NADPH consumption readout; 390,000 tested, 0.01% active; O89049; Potency, µM (doses to about 114 µM), without a hit: at the highest dose activity change, negative = substrate turnover; further: on the % scale 0 is the no-effect control and ±100 the full control effect; nearly all actives have a fitted effect of over 50% in size
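Rat TrxR1, dispensed at 90 nM, was prereduced with 400 uM NADPH (final) for 5 min at ~22 deg C, then incubated with compound 15 min before 400 uM selenite. A first-read NADPH fluorescence drop versus no-compound background flagged substrates.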
RGS4 inhibitor = inhibitors of human regulator of G protein signaling 4 | 390,000 tested, 0.039% active | AID 504845 | Transcreener GDP fluorescence polarization, RGS4-accelerated GTP hydrolysis | P49798 | Potency, µM (highest dose often 114 µM), without a hit: top-dose activity change, negative = inhibition, hits mostly inhibitors; further: on the % scale 0 is the no-effect control and ±100 the full control effect; nearly all actives have a fitted effect of over 75% in size; some results filed as inactive show a strong effect at the top dose
Target sequence (P49798 whole entry, looked up): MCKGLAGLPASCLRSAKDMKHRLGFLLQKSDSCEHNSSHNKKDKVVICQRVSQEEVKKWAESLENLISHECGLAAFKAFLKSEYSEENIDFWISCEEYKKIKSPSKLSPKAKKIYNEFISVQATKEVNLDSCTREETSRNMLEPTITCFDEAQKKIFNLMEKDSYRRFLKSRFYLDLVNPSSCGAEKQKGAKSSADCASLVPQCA
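MLSMR compounds (23 nl, pin-transferred) preincubated 10 min at room temperature with a 500nM (2x) first reagent, then RGS4 at 900nM (2x) plus Transcreener GDP mix added; fluorescence polarization (620/688 nm) read before and after 90 min at 30 °C.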
Numbers without * were called inactive; ? = inconclusive; . = not tested or not shown; [ ] = dose if it differs, or a comment. The call rests on the fitted dose curve; in most records, active means well fitted curve in the direction sought with a large enough effect; inconclusive means small, poorly fitted or top-dose-only effect, or another doubt; inactive means no such curve, though single readings can be large; an effect the other way counts as inactive or inconclusive. Potency means the concentration at half of the fitted maximal effect.

item	SMILES	Vif-APOBEC3F blk	IDH1 R132H inh	USP1 inh	TrxR1 inh	RGS4 inhibitor	RXFP1 agonist	TrxR1 substrate	Vif-A3G inh	ALOX12 inh
1	CCOC(=O)C(NCc1ccc(OC)cc1)(NC(C)=O)C(F)(F)F (stereo not given)	1.6%	-0.3%	-11.7%	5.3%	-26.5%	2.8%	1.6%	0.2%	-8.2%
2	Oc1ccc(Br)cc1CNc1cccc2cccnc12	16.6%	19.3%	?	-1.4%	13.0%[56.9 µM]	-1.1%	56.3%[activator]	?	23.6%
3	CCOC(=O)CNC(=O)c1cccnc1Oc1ccc(Cl)cc1	-4.4%	-0.8%	-15.7%	13.6%[57.1 µM]	6.0%	2.9%	10.3%[57.1 µM]	1.6%	0.0%
4	COc1ccc2c(Cl)c(C(=O)NN)sc2c1	-7.1%	1.6%	5.5%	10.9%	-4.7%	-1.8%	9.1%	-0.3%	7.7%
5	CCc1ccc(OCC(=O)NNC(=O)Cc2c(F)cccc2Cl)cc1	4.3%	4.2%	-10.9%	16.5%	?	-2.6%	4.7%	1.9%	11.0%
6	COc1ccc(CCNC(=O)CC(c2ccccc2)c2cc(C)ccc2O)cc1OC (stereo not given)	-2.5%	10.8%	-24.0%	11.0%	?	0.3%	0.6%	3.1%	.
7	O=S(=O)(Nc1ccc(-n2cccc2)cc1)c1ccc(Cl)c(Cl)c1	0.6%	-14.5%	-10.7%	18.9%	-14.4%	-0.3%	-7.4%	-4.8%	?
8	CCCN(CCC)CCCNC(=O)c1sc2nc3n(c(=O)c2c1C)CCC3	-6.4%	22.1%	-4.7%	9.6%	8.0%	-4.1%	-4.2%	3.8%	-9.0%
9	Cc1noc(C)c1C(=O)N(CC(=O)Nc1ccc(Cl)c(C(F)(F)F)c1)Cc1ccco1	3.5%	-0.3%	-17.8%	?	-22.5%	1.1%	-2.4%	-14.0%	-26.9%
10	O=C(CSc1nc2c([nH]c3ccccc32)c(=O)n1-c1ccccc1)Nc1ccc2c(c1)OCO2	-10.5%	0.0%	-15.7%	-4.3%[57.1 µM]	-12.8%	-1.3%	-6.0%[57.1 µM]	-4.5%	-29.4%
11	CC(C)(C)OC(=O)[C@H](Cc1ccccc1)NC(=O)c1nc[nH]c1C(=O)NCCCCCN	5.2%	2.4%	-6.0%	8.0%[57.1 µM]	-6.8%	-1.2%	7.2%[57.1 µM]	4.2%	7.1%
12	Oc1ccccc1C1NN=C(c2ccccc2)S1 (stereo not given)	?	1.5%	-0.8%	-9.7%[57.1 µM]	-4.6%	3.7%	-7.9%	-11.6%	28.2%
13	Cc1cccn2cc(COc3ccc(-c4ccccc4)cc3)nc12	?	-5.7%	-10.7%	17.2%[57.1 µM]	9.3%	1.9%	2.9%	-0.7%	-18.0%
14	COc1ccc(CCNC(=O)CCCn2c(=S)[nH]c3ccsc3c2=O)cc1OC	-3.5%	2.0%	3.4%	.	.	.	.	-2.4%	2.4%
15	CCN(CC)C(=S)SCC(=O)Nc1cccc(C(F)(F)F)c1	-6.1%	5.8%	-22.3%	14.6%	-26.5%	.	2.6%	-0.9%	-25.7%[57.4 µM]
16	CC1=CC(=C2N=C(c3ccccc3)OC2=O)C=C(C)O1	?	4.4%	115.2%[activator]	16.8%	11.4%	1.4%	6.0%	-14.7%	-10.7%
17	CCC(=O)c1ccc(OCC(=O)OCC(=O)NCC2CCCCC2)cc1	-10.1%	2.1%	-25.9%	9.1%[57.1 µM]	-1.5%	1.6%	5.2%[57.1 µM]	1.7%	?
18	COC(=O)c1ccccc1NC(=O)Cn1c(=O)n(CCCCC(=O)NCc2ccc3c(c2)OCO3)c(=O)c2ccccc21	0.0%	7.2%	-25.7%	13.6%	21.6%	12.0%	1.1%	-1.0%	0.0%
19	Cc1ccccc1CNC(=O)c1ccc(Cn2c(SCc3cccc(F)c3)nc3cccnc32)cc1	1.7%	-6.6%	-0.8%	11.9%	-13.6%	4.0%	11.2%	-3.3%	-16.5%
20	CCCc1cc(=O)n2[nH]c(C)cc2n1	-2.6%	8.7%	-3.9%	-4.5%	11.0%	-0.4%	17.9%	-4.6%	1.6%
21	O=C(COC(=O)[C@H](Cc1ccccc1)NC(=O)c1cccs1)Nc1ccccc1C(F)(F)F	-9.6%	6.6%	-19.8%	1.6%	-8.3%	0.4%	-3.6%	-0.5%	-11.6%
22	COc1cc(/C=N/NC(=O)Cc2ccc(Br)cc2)cc(OC)c1O	-11.8%	1.2%	-14.4%	13.0%[57.1 µM]	-17.3%	2.0%	-5.6%[57.1 µM]	-5.1%	-0.1%
23	COc1ccc(NC(=O)CN(C)C(=O)c2cc3c(s2)CCC3)cc1	-1.2%	7.5%	-15.6%	11.0%	?	-0.7%	8.2%	-0.9%	.
24	COCC(C)n1c(C)cc(C(=O)COC(=O)c2ccc3ncsc3c2)c1C (stereo not given)	-5.5%	1.4%	-15.7%	0.3%	-30.2%	2.7%	-4.6%	3.2%	?
25	Cc1ccc(NC(=O)CSc2ncccn2)cc1S(=O)(=O)N1CCCCC1	-2.8%	12.0%	-7.2%	4.5%	-3.7%	-0.9%	-0.8%	2.2%	3.7%
26	Nc1ccc(N2CCOCC2)c2nonc12	-6.5%	9.8%	17.8µM*	7.0%	?	-4.8%	-11.7%[57.1 µM]	0.6%	39.8µM*
27	COc1ccc(CC(=O)NCC2CCCN(Cc3ccccc3Cl)C2)cc1 (stereo not given)	-18.4%	-4.4%	-10.6%	11.6%	-7.9%	0.1%	3.0%	-4.0%	-1.0%
28	COCCNC(=O)CCCn1c(=O)c2cc(OC)c(OC)cc2n(CC(=O)Nc2ccc(C)c(F)c2)c1=O	-7.5%	3.4%	-22.7%	22.7%	15.6%	3.7%	22.1%	-0.8%	20.9%
29	COc1ccc(CCNC(=O)C2CCN(S(=O)(=O)c3ccc(C)cc3)CC2)cc1	2.6%	0.5%	-23.2%	8.3%	-3.8%	0.4%	-0.4%	-0.7%	0.0%
30	CC(OC(=O)C1=Cc2ccccc2OC1)C(=O)NC1CCCC1 (stereo not given)	-1.5%	0.0%	-3.6%	2.3%	31.3%	-0.5%	-1.7%	1.8%	-8.2%

item	SMILES	Vif-APOBEC3F blk	IDH1 R132H inh	USP1 inh	TrxR1 inh	RGS4 inhibitor	RXFP1 agonist	TrxR1 substrate	Vif-A3G inh	ALOX12 inh
31	COc1cccc(NC(=S)/C(=C(\[O-])c2ccc(OC(F)F)cc2)[n+]2ccccc2)c1	7.2%	5.9%	?	-16.6%	-12.8%[56.9 µM]	16.3%	-7.3%	-1.9%	0.0%
32	COc1ccc(Nc2nnc(SCC3CCCO3)s2)cc1 (stereo not given)	-5.6%	5.4%	-13.9%	5.6%[57.1 µM]	1.2%	-2.9%	7.2%[57.1 µM]	-2.5%	2.1%
33	COc1cc2nc(CSc3nc(-c4ccc(F)cc4)cs3)[nH]c(=O)c2cc1OC	-14.2%	5.7%	-16.1%	-8.5%	-27.0%	3.2%	-4.2%	-1.1%	2.8%
34	CCc1ccccc1NC(=O)CC(c1ccc(OC)cc1)n1cccc1 (stereo not given)	-0.5%	1.6%	-10.3%	-12.2%	-9.0%	2.0%	-9.8%	-5.9%	-9.6%
35	O=C(O)C1C2CCC(O2)C1C(=O)NCc1ccncc1 (stereo not given)	0.9%	10.2%	-4.9%	8.2%[57.1 µM]	7.2%	0.2%	11.2%[57.1 µM]	0.2%	?
36	Cc1ccc(CCNC(=O)c2ccc3c(c2)nc2n3CCCCC2)cc1	-0.9%	34.2%	-8.0%	-16.0%[57.1 µM]	-7.7%	-1.0%	-12.3%[57.1 µM]	3.3%	-4.7%
37	CC(NC(=O)c1ccco1)C(=O)N1CCN(c2ccccc2)CC1 (stereo not given)	-5.9%	3.2%	-8.8%	-6.5%	10.0%	1.2%	-9.6%	1.3%	.
38	Nn1c(SCC(=O)Nc2cccnc2Cl)nnc1-c1ccccc1	-24.7%	5.2%	-0.2%	?	?	0.4%	-10.7%	-8.8%	.
39	Nc1cc(=O)[nH]c(SCC(=O)N2CCCC2)n1	-2.4%	-6.2%	-7.3%	23.1%	1.6%	.	0.2%	-6.1%	-9.0%
40	Cc1ccccc1NS(=O)(=O)c1ccc2c(c1)NC(=O)CO2	4.2%	5.8%	-17.2%	3.0%	14.9%	1.8%	-1.0%	10.2%	-11.6%
41	CCc1cc2c(=O)[nH]c(CC(N)=O)nc2s1	-0.5%	-4.9%	-12.9%	-3.0%	22.0%	0.2%	-6.5%	3.3%	-15.0%
42	CCOc1ccc(S(=O)(=O)Nc2nccs2)cc1	-4.9%	10.4%	-5.4%	25.4%[57.1 µM]	-18.6%	2.3%	12.3%[57.1 µM]	0.2%	.
43	COCCN(C(=O)CCC(=O)Nc1ccccn1)C(C(=O)NC(C)C)c1ccc(Cl)cc1 (stereo not given)	0.9%	7.7%	-17.7%	12.3%[57.1 µM]	-19.3%	1.9%	2.2%[57.1 µM]	1.8%	-22.0%

Source: PubChem

Only part of the results is shown, so the mix of outcomes need not match the whole.
